PHOSPHO1 block = inhibitors of human PHOSPHO1 phosphatase; Q8TCT1; recombinant PHOSPHO1, absorbance phosphatase assay; inhibition, % at 13.3 µM; 290,000 tested, 1.1% active; in the data active = inhibition above about 60%
Target sequence (Q8TCT1 whole entry, looked up): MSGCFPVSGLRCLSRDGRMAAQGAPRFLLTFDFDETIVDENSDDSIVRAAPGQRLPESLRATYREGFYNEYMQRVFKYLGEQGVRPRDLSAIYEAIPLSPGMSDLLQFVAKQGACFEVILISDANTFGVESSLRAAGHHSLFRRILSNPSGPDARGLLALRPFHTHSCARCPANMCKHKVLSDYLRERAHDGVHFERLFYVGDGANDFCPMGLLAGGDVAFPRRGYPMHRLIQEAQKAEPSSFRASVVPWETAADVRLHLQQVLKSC
MEKK3 PB1 HTS = raises or lowers MEK5 binding to the human MEKK3 PB1 domain. binding response (% of control), % at 10 µM. bead-based flow cytometry, Alexa488-MEK5 binding to MEKK3; actives lie on both sides; 0 = blocked by unlabeled MEK5, 100 = vehicle. 290,000 tested, 1.4% active. AID 1529;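 active = binding response more than 3 SD above or below the average of its plate-row segment, actives on both sides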;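 note: Alexa488 bead fluorescence after subtracting the streptavidin-only scavenger bead signal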
OXTR agonist = human OXTR agonism | P30559 | CHO-OTR cells, Fluo-8 calcium fluorescence; normalized: DMSO 0%, oxytocin 100% | activation, % at 3 µM | 320,000 tested, 0.32% active | AID 2435;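 active = activation above the mean of all tested compounds plus 3 SD, cutoff set per screening run, cut at about 20% in these data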;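 note: peak over basal fluorescence ratio from a 100 s FLIPR kinetic read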
Target sequence (P30559 whole entry, looked up): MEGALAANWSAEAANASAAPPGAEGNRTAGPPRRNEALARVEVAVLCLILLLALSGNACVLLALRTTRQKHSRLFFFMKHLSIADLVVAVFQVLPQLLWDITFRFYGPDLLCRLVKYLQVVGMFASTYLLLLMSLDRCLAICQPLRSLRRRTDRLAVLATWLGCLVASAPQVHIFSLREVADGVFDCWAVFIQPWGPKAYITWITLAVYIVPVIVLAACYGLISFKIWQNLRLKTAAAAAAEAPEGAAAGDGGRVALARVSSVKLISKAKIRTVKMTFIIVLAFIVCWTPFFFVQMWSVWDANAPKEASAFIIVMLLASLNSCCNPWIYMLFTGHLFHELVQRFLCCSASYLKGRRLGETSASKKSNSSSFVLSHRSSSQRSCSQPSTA
MEKK2wt PB1 HTS = raises or lowers MEK5 binding to wildtype human MEKK2 PB1 domain. binding response (% of control), % at 10 µM. 290,000 tested, 1.1% active. Q9Y2U5. bead flow cytometry, Alexa488-MEK5 binding to MEKK2 WT; actives lie on both sides; in the data active = binding response below about 67% or above about 130%
NALP1 inh = inhibitors of NALP1 inflammasome in yeast; inhibition, % at 10 µM; AID 2071; S. cerevisiae NALP1/ASC/caspase-1 growth, X-gal OD620, 72 h; 280,000 tested, 0.61% active; in the data active = inhibition mostly above about 24%, no sharp cut-off; inactive = mostly below about 32%; note: some compounds called inactive have numbers as strong as hits
GPR7 antag = antagonists of human GPR7 (neuropeptides B/W receptor 1); P48145; GPR7-expressing cells, fluorescence antagonist assay; inhibition, % at 4.4 µM; 290,000 tested, 1.1% active; in the data active = inhibition above about 16%, passing the limit was not always enough;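 note: cells stimulated with the agonist NPW; 0% = agonist with vehicle and 100% = vehicle without agonist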
Target sequence (P48145 whole entry, looked up): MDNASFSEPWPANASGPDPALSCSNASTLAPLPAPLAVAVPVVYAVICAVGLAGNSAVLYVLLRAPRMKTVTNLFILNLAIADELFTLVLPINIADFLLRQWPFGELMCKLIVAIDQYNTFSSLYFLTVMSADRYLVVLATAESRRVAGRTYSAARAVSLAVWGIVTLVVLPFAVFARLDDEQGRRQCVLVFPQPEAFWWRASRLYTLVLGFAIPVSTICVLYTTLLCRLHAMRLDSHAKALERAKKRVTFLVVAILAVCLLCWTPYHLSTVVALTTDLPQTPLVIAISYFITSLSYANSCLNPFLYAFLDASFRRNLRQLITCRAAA
MEKK2 mut-MEK5 = signal of MEK5 binding to mutant human MEKK2 PB1 domain. 290,000 tested, 0.35% active. AID 1530. bead flow cytometry, Alexa488-MEK5 binding to MEKK2 mutant. percent response, % at 10 µM; in the data active = percent response above about 24%, passing the limit was not always enough; note: inactives centre near 1; some results filed as inactive read as strong as hits; reference of the scale not given here
DNA FID counter = counter-screen for HCV NS3 helicase inhibitors: DNA intercalator displacement; 290,000 tested, 0.17% active; DNA fluorescent intercalator displacement, fluorescence; inhibition, % at 7.9 µM; in the data active = inhibition above about 37%;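 note: 0% = vehicle and 100% = reference compound; higher means more ethidium bromide displaced from hairpin DNA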
PfM18AAP inh = PfM18AAP enzyme inhibition; recombinant PfM18AAP, H-Glu-NHMec fluorogenic cleavage; inhibition, % at 7.35 µM; 290,000 tested, 1.2% active;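 active = inhibition above the campaign mean inhibition over all tested compounds plus 3 SD, cut at about 28% in these data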;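 note: 0% = plate median of test compound wells and 100% = 2 mM ZnCl2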
* marks the source's active call; other numbers are inactive results; x = not tested or not shown.

nr	Structure	MEKK3 PB1 HTS	PHOSPHO1 block	PfM18AAP inh	DNA FID counter	GPR7 antag	MEKK2 mut-MEK5	NALP1 inh	MEKK2wt PB1 HTS	OXTR agonist
1	CCn1cc(C2=NC(CC(C)C)CO2)c2ccccc21 (stereo not given)	106	24	-2	6	-11	6	19	104	0.8
2	O=C1OCCC1Sc1nnc(-c2cccc(Br)c2)o1 (stereo not given)	91	12	-8	-1	-2	0	7	93	-0.4
3	CC(C)CC(=O)Nc1nc(-c2ccc(S(=O)(=O)N3CCOCC3)cc2)cs1	103	x	-1	-20	-4	4	18	106	x
4	Cc1ccc(NCC(=O)Nc2ccc(Br)cc2)cc1C	107	x	-1	0	-5	4	x	103	1.1
5	Cc1ccc(-c2cn3cccc(C)c3n2)cc1	90	32	2	-2	5	-23	21	104	x
6	CN(C)c1nc(N)c([N+](=O)[O-])c(N2CCCCCC2)n1	107	44	-14	-12	-9	7	18	101	-0.7
7	Cc1ccccc1OCCC(=O)NCCc1ccc(S(N)(=O)=O)cc1	101	-12	-1	-4	-3	2	16	98	-1.5
8	O=C(NC1CC1)C1=C[C@H](C2CCCCC2)C[C@H](OCc2ccc(CO)cc2)O1	101	14	2	-37	11	-3	8	93	-1.5
9	COc1cc2c(C(=O)N3CCN(C)CC3)c(C)oc2cc1Br	103	1	-7	5	-7	-1	15	105	2.4
10	Cc1cc(C)c(S(=O)(=O)N(CC(=O)N2CCCC2)C2CCCCC2)c(C)c1	110	-2	1	-36	16*	3	x	107	-1.7
11	CCOc1ccc(C(=O)COc2ccc(NC(C)=O)cc2)cc1	106	22	0	-11	-3	5	10	103	-1.5
12	CC1=NN(C(C#N)c2c(C)nn(Cc3ccccc3)c2C)C(C)(C)C1 (stereo not given)	110	53	-7	-2	-9	1	2	101	-0.2
13	O=C(NNC(=S)NCc1ccc(Cl)cc1)c1ccc(Br)o1	92	15	5	-6	-3	-3	3	94	3.8
14	COc1cc(/C=C/C2=NC(=O)C(C)(C)O2)ccc1O	104	11	10	-3	-7	6	3	104	0.3
15	Cc1ccc(N(C(=O)c2ccn[nH]2)C(C(=O)NC2CCCC2)c2cccs2)cc1 (stereo not given)	99	-170	-15	-4	-3	-2	-4	94	-1.6
16	CCCCOc1ccc(S(N)(=O)=O)cc1	101	0	1	0	-7	0	29	102	0.5
17	COc1ccc(C(=O)NCCSc2ccc(C)cc2)cc1	95	-5	-1	-10	-10	-2	32	95	-2.2
18	Cc1onc(-c2ccccc2)c1-c1n[nH]c(=S)n1-c1ccc(C(=O)O)cc1	101	-6	14	1	-4	1	0	100	-0.1
19	CC(C)(C)c1nc2scc(-c3cccs3)c2c(=O)o1	89	7	-11	-4	-9	-5	6	95	0.5
20	C[C@@H](C(=O)Nc1cccnc1)n1c(=O)[nH]c2ccccc2c1=O	102	12	4	-5	-4	-2	7	103	-0.1
21	COc1ccc(N2CCN(C(=O)c3ccc(CS(=O)(=O)c4ccc(OC)cc4)o3)CC2)cc1	104	-2	10	-29	2	5	-16	108	1.5
22	CC(C(=O)Nc1cccc(S(=O)(=O)N2CCOCC2)c1)N1CCN(C)CC1 (stereo not given)	104	17	-2	5	-8	7	-6	112	0.3
23	COc1cc(NS(=O)(=O)c2ccc(Nc3nc(-c4ccccc4)cs3)cc2)nc(OC)n1	111	-7	4	-9	-6	-1	3	98	1.2
24	CCOC(=O)C1CCN(CC(=O)c2c(C)n(C)c3ccc(OC)cc23)CC1	103	33	7	-9	-2	7	12	107	0.3
25	O=C(CSc1nnc(Cc2ccccc2)n1Cc1ccco1)NC12CC3CC(CC(C3)C1)C2	104	-5	1	-23	-1	4	12	101	-1.6
26	CCn1c(CN2c3ccccc3Sc3ccccc32)n[nH]c1=S	92	52	-8	-26	9	-10	22	89	5.1
27	CCOc1ccc(NC(=O)N(C2CCCCC2)C(C)c2ccncc2)cc1 (stereo not given)	97	29	3	-1	-4	1	38	99	2.3
28	NC(=O)[C@@H]1CCCCNc2c(F)cc([N+](=O)[O-])cc2C(=O)N[C@@H](CCCN=C(N)N)C(=O)NCC(=O)N1	104	4	2	9	-14	7	23	108	-0.2
29	O=C(CN(c1cccc(C(F)(F)F)c1)S(=O)(=O)c1ccc(Cl)c([N+](=O)[O-])c1)NCc1ccccc1Cl	110	4	-16	-1	14	0	25	112	0.3
30	CC(C)(C)c1ccc(C(=S)N2CCN(c3ccccc3)CC2)cc1	107	-124	4	-11	-8	7	3	105	-2.5
31	CCCCN(C(=O)CCCc1nc2ccccc2s1)c1c(N)n(CCCC)c(=O)[nH]c1=O	101	43	-8	-32	-4	8	12	107	-0.2
32	COc1ccc(CNC(=O)C(c2cccs2)N(Cc2ccco2)C(=O)Cc2cccs2)cc1 (stereo not given)	77	2	-11	-33	-6	-8	33	103	1.9
33	CCCCOc1ccc(C(=O)N/C(=C/C=C/c2ccccc2)C(=O)NC)cc1	98	-5	14	-25	-18	-3	10	95	-0.9
34	CCn1c(SCC(=O)Nc2sc3c(c2C#N)CCC(C(C)(C)C)C3)nnc1-c1ccco1 (stereo not given)	95	-9	-2	-4	-5	-5	5	97	0.3
35	CCCNC(=O)NC(=O)CSc1nncs1	96	21	-12	-5	-2	-3	6	90	0.5
36	CNC(=O)c1cc(C(=O)c2ccc(C(F)(F)F)cc2F)c[nH]1	106	24	0	-8	-4	-1	-12	101	4.8
37	CN(C)c1nc(SCC#N)nc(N2CCOCC2)n1	90	-29	-2	-8	-10	-6	-7	89	-1.4
38	Cc1cccn2cc(CCNC(=O)c3cccs3)nc12	97	13	-1	0	-2	-4	x	98	-0.2
39	Cc1ccc(CCNC(=O)CS(=O)Cc2nc(-c3ccccc3F)oc2C)cc1 (stereo not given)	99	4	1	-49	5	-1	-14	101	0.3
40	Cc1ccc(N=Nc2ccc(O)c(P(=O)(c3ccccc3)c3ccccc3)c2)cc1	97	-6	-6	-12	-17	-13	14	85	-1.6
41	COc1ccc(OC)c(CN2CCC(CNC(=O)Nc3cccc(Cl)c3)CC2)c1	89	-12	-1	27	-1	-7	13	96	3.3
42	CCC(=O)N1CCc2cc(S(=O)(=O)CCC(=O)Nc3cccc(F)c3)ccc21	103	21	1	-2	-8	4	36	106	-1.6
43	COc1ccc2cc(C3CC(c4cccs4)=NN3C(C)=O)c(Cl)nc2c1 (stereo not given)	98	30	1	-3	-11	0	x	97	-0.4
44	CN(C)c1ccc(CNC(=O)C2CCN(S(=O)(=O)c3ccc4c(c3)oc(=O)n4C)CC2)cc1	100	4	0	-2	8	-2	19	99	0.4
45	Cc1nn(Cc2ccc(Cl)cc2)c(C)c1NC(=O)CCCn1nc(C)c([N+](=O)[O-])c1C	97	-7	1	-30	1	-1	14	98	1.0
46	C/C(=N\Nc1ccc(F)cc1F)c1ccc(Br)s1	81	-18	-10	1	-9	-6	-9	91	-1.3
47	NC(=O)CCN1CCC(c2nc3ccccc3s2)CC1	101	14	-4	-4	6	-3	16	97	0.4
48	COc1ccc(C)cc1-n1nc2ccccc2n1	102	30	-6	0	0	-1	4	103	-2.3
49	C=CCn1c(SCC(=O)Nc2nccs2)nnc1-c1cc2cccc(OC)c2o1	82	-3	3	-6	2	-10	1	86	1.0
50	CCOC(=O)C1CCCN(C(=O)c2ccco2)C1 (stereo not given)	101	10	6	-4	-15	1	12	99	0.3
51	O=C(CSCc1c(F)cccc1Cl)NCCc1ccccc1	103	x	7	-22	-8	6	-9	107	-2.0
52	C[C@H]1C(=O)N(C)CCN1Cc1cn(C)nc1-c1ccc(Oc2ccccc2)cc1	103	23	0	-26	-10	-5	3	99	3.0
53	CCC(=O)N1CCc2cc(S(=O)(=O)CCC(=O)NC3CCCCC3)ccc21	98	33	-1	-8	-4	-3	14	98	0.1
54	c1ccc(N/N=C2\CCCc3ccccc32)nc1	101	12	0	7	-4	2	5	99	-0.6
55	O=C(Nc1ccccc1C(=O)Nc1ccncc1)c1cccc([N+](=O)[O-])c1	105	40	-2	10	-11	13	9	106	0.3
56	CCn1cc(C(=O)O)c(=O)c2cc(F)c(N3CCN(C(=S)NC(=O)c4ccccc4)CC3)cc21	100	8	4	-4	-4	2	x	102	0.0
57	Cc1noc(C)c1C(=O)OCC(=O)NCCc1ccc(Cl)cc1	97	-3	-9	-5	20*	-2	12	99	-1.6
58	O=C(CSc1nccc(=O)[nH]1)N1CCCc2ccccc21	100	-14	-8	-3	-15	-1	30	98	1.2
59	COC(=O)[C@H](C)NC(=O)NC(C)CCc1ccccc1 (stereo not given in full)	113	11	-1	-3	-11	9	3	115	-0.8
60	COc1cc(C(=S)N2CCOCC2)ccc1OC(=O)/C=C/c1ccco1	99	1	-1	-10	-2	-3	5	96	1.4

Full records as entered above. Order of values: MEKK3 PB1 HTS, PHOSPHO1 block, PfM18AAP inh, DNA FID counter, GPR7 antag, MEKK2 mut-MEK5, NALP1 inh, MEKK2wt PB1 HTS, OXTR agonist
Listed for COc1cc2c(C(=O)N3CCN(C)CC3)c(C)oc2cc1Br → 103, 1, -7, 5, -7, -1, 15, 105, 2.4
Listed for O=C(CSc1nccc(=O)[nH]1)N1CCCc2ccccc21 → 100, -14, -8, -3, -15, -1, 30, 98, 1.2
Listed for Cc1ccccc1OCCC(=O)NCCc1ccc(S(N)(=O)=O)cc1 → 101, -12, -1, -4, -3, 2, 16, 98, -1.5
Listed for Cc1cc(C)c(S(=O)(=O)N(CC(=O)N2CCCC2)C2CCCCC2)c(C)c1 → 110, -2, 1, -36, 16*, 3, x, 107, -1.7

Following part.
nr	Structure	MEKK3 PB1 HTS	PHOSPHO1 block	PfM18AAP inh	DNA FID counter	GPR7 antag	MEKK2 mut-MEK5	NALP1 inh	MEKK2wt PB1 HTS	OXTR agonist
61	CCC(=O)N1c2ccc(S(=O)(=O)CCC(=O)NCCC3=CCCCC3)cc2CC1C (stereo not given)	97	40	2	-17	3	-3	0	101	5.3
62	CCC1(C(=O)c2ccccc2)C(c2ccc([N+](=O)[O-])cc2)C1(C(=O)OC)C(=O)OC (stereo not given)	119	-14	0	-10	-13	-1	20	94	-2.8
63	Cc1ccccc1OCC(O)CN1CCN(C)CC1 (stereo not given)	105	39	-2	1	0	5	22	107	0.5
64	CC(C)C[C@@H](CO)N1CCN(C)CCC1=O	102	-2	2	-3	-6	-3	-14	96	0.4
65	CCCN(CCC)CCCNC(=O)c1cn(-c2ccc(OC)cc2)c(=O)c2ccccc12	105	42	-2	4	3	6	28	111	1.7
66	CCN1C(=O)CS/C1=N\S(=O)(=O)c1ccccc1	88	16	2	-3	-14	-15	18	93	-0.1
67	Cc1cccn2c(=O)c(C=Nc3ccc(Cl)cc3)c(NCCO)nc12	106	9	7	-5	-11	4	9	105	-0.1
68	C=C1C(C(=O)N2CCN(C)CC2)C1C(=O)N1CCN(C)CC1 (stereo not given)	85	25	-2	4	6	-2	3	83	-0.4
69	O=C(N/N=C/c1ccco1)c1cc(-c2ccc(Cl)s2)[nH]n1	124	4	11	-4	3	1	1	114	-0.5
70	Cc1ccccc1-n1nc2c(c1NC(=O)c1cc3ccccc3oc1=O)CS(=O)C2 (stereo not given)	103	29	-5	-4	-16	0	-2	103	1.5
71	Cc1ccccc1OCCSc1nc(N(C)C)nc(N(C)C)n1	109	-2	-2	-1	-16	4	20	114	-1.4
72	CCCCCCCN1CCC(=O)N([C@H](CO)Cc2ccccc2)CC1	106	4	3	10	5	-3	18	99	2.9
73	N#Cc1sc2nc(C3CC3)cc(-c3ccc(Cl)cc3)c2c1N	105	11	-7	-7	-16	-1	28	100	-1.9
74	CCC1(C)Cc2c(sc3nc(SC)nc(NCCN(C)C)c23)CO1 (stereo not given)	98	21	-7	36	26*	-1	33	107	1.8
75	CN(CC(=O)Nc1ccc2c(c1)OCO2)S(=O)(=O)c1ccc2c(c1)CCC(=O)N2	91	27	-11	-4	-9	-14	x	96	0.3

High-throughput results as filed in PubChem.
